Screening results from PubChem BioAssay.
CXCR6 block: CXCR6 (human) receptor inhibition; O00574; CHO-K1 PathHunter CXCR6 beta-arrestin, luminescence; inhibition, % at 20 µM; 360,000 compounds, 0.36% hits; AID 602244; in the data active = inhibition above about 34%, passing the limit was not always enough;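 also: antagonist mode with CXCL16 agonist at 10 nM final; 0% = 10 nM CXCL16 with DMSO and 100% = unstimulated wells without agonist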
Target sequence (O00574 whole entry, looked up): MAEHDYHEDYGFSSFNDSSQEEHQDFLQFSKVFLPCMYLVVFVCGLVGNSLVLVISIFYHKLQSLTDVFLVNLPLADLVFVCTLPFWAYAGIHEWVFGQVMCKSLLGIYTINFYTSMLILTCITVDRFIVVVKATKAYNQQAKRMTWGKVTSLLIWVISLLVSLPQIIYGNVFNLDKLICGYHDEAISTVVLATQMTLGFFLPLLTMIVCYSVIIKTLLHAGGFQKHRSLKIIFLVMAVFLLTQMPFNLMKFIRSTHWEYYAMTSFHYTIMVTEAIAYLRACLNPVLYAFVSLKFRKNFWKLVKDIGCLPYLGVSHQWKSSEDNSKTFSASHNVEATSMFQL
TIM10 inh: TIM10 yeast growth inhibition; S. cerevisiae TIM10 strain growth, BacTiter-Glo luminescence, 24 h; inhibition, % at 10 µM; 330,000 compounds, 1.4% hits; AID 463195;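 active = inhibition of 40% or more at the single tested concentration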;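 also: wild-type TIM10 isogenic control strain grown at permissive 25 °C; 0% = DMSO yeast wells and 100% = minimal medium wells without yeast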
APJ agonist: agonists of human APJ apelin receptor. CHO-K1 APJ PathHunter beta-arrestin, luminescence; 0% DMSO wells, 100% apelin. activation, % at 20 µM. 330,000 compounds, 0.11% hits;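 active = activation more than six SD over the plate average, tested at 20 µM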;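 also: 0% = DMSO alone and 100% = apelin-13 at 10 nM; some results filed as inactive read as strong as hits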
Target sequence (P35414 whole entry, looked up): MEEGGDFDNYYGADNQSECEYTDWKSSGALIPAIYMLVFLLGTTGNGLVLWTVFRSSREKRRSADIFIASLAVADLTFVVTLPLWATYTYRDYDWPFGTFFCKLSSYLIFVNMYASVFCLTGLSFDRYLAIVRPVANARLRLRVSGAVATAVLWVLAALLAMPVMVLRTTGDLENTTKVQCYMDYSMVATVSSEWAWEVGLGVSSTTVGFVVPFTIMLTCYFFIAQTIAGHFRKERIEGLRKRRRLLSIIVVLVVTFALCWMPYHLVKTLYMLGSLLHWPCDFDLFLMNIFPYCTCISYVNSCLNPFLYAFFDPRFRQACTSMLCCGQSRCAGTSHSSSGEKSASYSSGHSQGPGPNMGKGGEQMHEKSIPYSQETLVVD
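assay system = CHO-K1 APJ beta-arrestin complementation cell line | input = cell density 1000 per well | dosing = compound 20 µM once, DMSO 1% | timing = compound 90 min 25 °C, reagent 1 h | measured by = luminescence from split beta-galactosidase complementation, Galacton Star/Emerald II substrate | read-out basis = APJ agonist activity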
Mdm2 MdmX PPI: inhibitors of human Mdm2/MdmX interaction | AID 485346 | 330,000 compounds, 3% hits | inhibition, % at 8 µM | SaOS-2 split-luciferase Mdm2/MdmX complementation, luminescence;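 active = inhibition of at least 50% at 8 µM in the primary screen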
XBP1 UPR activ: adaptive UPR (XBP1) activation | activation, % at 20 µM | AID 463104 | 330,000 compounds, 0.33% hits | CHO-XBP1 luciferase reporter, IRE1-XBP1 UPR activation, luminescence; percent of tunicamycin response, DMSO as zero;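 active = versus positive control, 20 µM dose yields 30% or more activation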;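 also: 100% = tunicamycin at 10 µg/mL and 0% = DMSO only wells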
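Signal: luciferase luminescence; Assay system: CHO-XBP1 luciferase reporter cells; Amount: one thousand reporter cells per well; Dosing: 20 µM single concentration, DMSO 1%; Benchmarks: high control tunicamycin 10 µg/mL final, low control DMSO vehicle only; Schedule: 6 h compound exposure at 37 °C, 5% CO2; Evaluation: percent activation relative to tunicamycin reference.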
tim10-1 inh: growth inhibitors of tim10-1 mutant yeast. S. cerevisiae tim10-1 ts strain growth, BacTiter-Glo, 24 h. inhibition, % at 20 µM. 330,000 compounds, 2.2% hits. AID 463190;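 active = inhibition of at least 40%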;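 also: mutant grown at 25 °C; 0% = DMSO wells with yeast and 100% = wells holding no yeast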
CHOP UPR activ: activators of apoptotic arm of unfolded protein response (CHOP); CHO-CHOP luciferase reporter, UPR activation, luminescence; percent of tunicamycin response over DMSO baseline; activation, % at 10 µM; 330,000 compounds, 0.34% hits; AID 449763;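 active = at 10 µM dose, activation of 40% or more, normalized to positive control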;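 also: 100% = tunicamycin at 10 µg/mL and 0% = DMSO alone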
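Assay system: CHO-CHOP cells, stable luciferase reporter of PERK-eIF2a-CHOP signalling / Buffer or medium: F12 plus 10% serum / Compound dosing: one dose, 10 µM in 0.5% DMSO / Times: 6 h compound treatment, 37 °C / Technique: luciferase luminescence / Read-out: % reporter activation, DMSO baseline versus tunicamycin full activation / Benchmarks: tunicamycin and DMSO controls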
tim23-1 inh: growth inhibitors of tim23-1 mutant yeast. S. cerevisiae tim23-1 growth, BacTiter-Glo luminescence, 24 h. inhibition, % at 20 µM. 330,000 compounds, 1.3% hits. AID 463212;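 active = growth inhibition of the mutant yeast at or above 50%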;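 also: temperature-sensitive mutant grown at 25 °C; plate controls were DMSO-treated mutant yeast for no effect and medium wells lacking yeast for full effect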
APJ antagonist: APJ receptor antagonism | P35414 | CHO-K1 APJ beta-arrestin complementation, luminescence | inhibition, % at 20 µM | 330,000 compounds, 0.32% hits | AID 2521;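 active = inhibition above about 40% at 20 µM, limit read from the data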;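 also: cells challenged with 10 nM apelin-13 agonist together with compound; plate controls were apelin-13 plus DMSO wells for no effect and DMSO wells lacking apelin-13 for full effect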
* hit, by the source's call. A portion of the library. The share of hits here may be higher or lower than overall.

SMILES | CXCR6 block | TIM10 inh | APJ agonist | Mdm2 MdmX PPI | XBP1 UPR activ | tim10-1 inh | CHOP UPR activ | tim23-1 inh | APJ antagonist
Cc1ccc(-c2c3c(nc4sc(C(N)=O)c(N)c24)CCCC3)o1 | 2 | 2 | -4 | 28 | 2 | 36 | -1.2 | 50* | 1
CCOc1cc(/C=N/NS(=O)(=O)c2ccccc2)ccc1OS(=O)(=O)c1ccc(C)cc1 | 5 | 3 | -5 | -13 | -4 | 14 | -1.5 | 10 | 4
CCCCOC(=O)C(C#N)c1nc2ccccc2nc1N1CCN(Cc2ccc3c(c2)OCO3)CC1 (stereo not drawn) | 25 | 19 | -7 | 43 | -4 | 28 | -0.9 | 40 | 9
O=C(O)c1ccccc1SCc1cn2cc(Br)ccc2n1 | 8 | -6 | -2 | 24 | 0 | 1 | -2.6 | -2 | 6
COc1cc(CC(=O)Nc2cc(S(C)(=O)=O)ccc2Cl)cc(OC)c1OC | -1 | 1 | 0 | -12 | -3 | 12 | -2.1 | -12 | -10
COc1cc(OC)cc(C(=O)NC2CC(C)(C)NC(C)(C)C2)c1 | -15 | -5 | -4 | -26 | -4 | 32 | 0.1 | 9 | -18
COc1ccc(NS(=O)(=O)c2ccc(N3CCOCC3)c(N)c2)cc1 | 5 | -7 | -3 | -7 | -2 | 2 | 3.5 | 4 | -3
COc1cccc(NC(=O)[C@H](CC(C)C)NC(=O)N2CCn3c2nc2ccccc23)c1 | 3 | 11 | 5 | 29 | -4 | 17 | -0.4 | 24 | 21
CC(C)c1ccc(NC(=O)CN2C(=O)NC(C)(C3CC3)C2=O)cc1 (stereo not drawn) | 11 | 11 | -5 | 14 | -1 | 16 | -0.8 | 12 | -6
Cc1ccc(CN2CC(C(=O)Nc3ccccc3N3CCCC3)CC2=O)cc1 (stereo not drawn) | 4 | 5 | -7 | 18 | -2 | 18 | 2.7 | 8 | 0
CCCSc1ncccc1C(=O)O | -2 | 18 | 4 | 0 | -4 | 9 | -1.8 | 3 | -8
O=C(CSc1nnc(-c2cccs2)n1-c1ccccc1)Nc1ccccc1 | -6 | -13 | -4 | 69* | 5 | -12 | 2.0 | -16 | 10
Cc1ccc(CSCC(=O)Nc2ccccc2F)cc1 | 10 | 17 | -4 | -22 | 1 | 15 | 2.5 | 20 | -3
Cc1cc(N2CCOCC2)nc(C(C)C)n1 | 3 | 4 | 3 | 0 | -1 | 5 | -0.9 | -2 | -8
CCC(=O)Nc1cc(C)c(OC)c(C)c1 | -18 | 5 | -4 | -8 | -2 | 14 | 0.9 | 3 | 2
O=C(CN(c1ccc(F)cc1)S(=O)(=O)c1ccccc1)N1CCOCC1 | 0 | 8 | 0 | -22 | -2 | 0 | -0.4 | 0 | -3
O=C(NCCc1ccco1)C(=O)NCCC1CCCCN1S(=O)(=O)c1ccccc1 (stereo not drawn) | -4 | 6 | -5 | 24 | -3 | 27 | 1.0 | 27 | 3
O=C(NCc1ccc(Cl)s1)C1CCC(=O)N(CCc2cccc(F)c2)C1 (stereo not drawn) | -1 | 5 | -6 | -4 | 1 | 22 | -0.3 | 10 | 9
Cc1cccc(NC(=O)CNC(=O)CSc2nc(N)cc(N)n2)c1C | -7 | -11 | -1 | -4 | -3 | -26 | 0.7 | -15 | -19
CC[C@H]1OC(=O)[C@H](C)[C@@H](O[C@H]2C[C@@](C)(OC)[C@@H](O)[C@H](C)O2)[C@H](C)[C@@H](O[C@@H]2O[C@H](C)C[C@H](N(C)C)[C@H]2O)[C@](C)(O)C[C@@H](C)CN(C)[C@H](C)[C@@H](O)[C@]1(C)O | -2 | 5 | 5 | 46 | -4 | 6 | -2.4 | -15 | -13
O=C(NCCO)C1CCN(C(=O)c2ccc(-c3ccccc3)cc2)CC1 | 0 | -10 | -2 | 10 | -3 | 10 | -0.1 | 14 | -5
CC1CCCCC1NCC(=O)Nc1ccccc1C(=O)Nc1ccccc1 (stereo not drawn) | -9 | 16 | -3 | 19 | -2 | 15 | 2.0 | 20 | -7
CC(C)(C)NC(=O)C1CC(=O)OC12CCCCC2 (stereo not drawn) | 3 | 0 | -1 | 14 | 1 | -10 | -1.0 | 14 | 13
COc1ccc(S(=O)(=O)N2CCC(C(=O)N3CCCC3)CC2)cc1 | -4 | -3 | -1 | 15 | -1 | 11 | 0.4 | 16 | 11
CN(Cc1cccs1)C(=O)c1ccc(S(=O)(=O)NCc2ccco2)cc1 | -5 | 8 | -7 | -17 | 10 | 14 | 0.5 | 18 | -2

Two records drawn at random from those above:
SMILES | CXCR6 block | TIM10 inh | APJ agonist | Mdm2 MdmX PPI | XBP1 UPR activ | tim10-1 inh | CHOP UPR activ | tim23-1 inh | APJ antagonist
CCCSc1ncccc1C(=O)O | -2 | 18 | 4 | 0 | -4 | 9 | -1.8 | 3 | -8
O=C(O)c1ccccc1SCc1cn2cc(Br)ccc2n1 | 8 | -6 | -2 | 24 | 0 | 1 | -2.6 | -2 | 6

(more compounds)
SMILES | CXCR6 block | TIM10 inh | APJ agonist | Mdm2 MdmX PPI | XBP1 UPR activ | tim10-1 inh | CHOP UPR activ | tim23-1 inh | APJ antagonist
CCn1c(SCc2ccccc2)nc2cc(S(N)(=O)=O)ccc21 | -5 | -6 | 0 | 7 | 0 | 14 | -0.7 | 16 | -21
Cc1ccc(/C(O)=C/C(=O)C(=O)NC23CC4CC(CC(C4)C2)C3)cc1 | 53* | -7 | -16 | 29 | -4 | -2 | 5.1 | 19 | 28
O=C(CCc1ccccc1)OCC(=O)c1cccc([N+](=O)[O-])c1 | 16 | 1 | -8 | 4 | -1 | 37 | -3.0 | 26 | 66*
CCOC(=O)CC1C(=O)NCCN1C(=O)c1c(Cl)cccc1Cl (stereo not drawn) | 1 | -13 | -5 | 6 | -2 | -2 | -2.2 | 14 | -21
Nc1ccc(SCCN2C(=O)c3ccccc3C2=O)cc1 | 12 | 17 | -2 | 4 | 2 | 29 | 0.1 | 18 | -9
CCOCC(=O)Nc1c(C(=O)Nc2ccc(OC)cc2OC)oc2ccccc12 | 3 | 2 | -1 | -2 | 9 | 23 | 4.0 | 0 | 0
CC(C)c1ccc(NC(=O)Cn2ncc3ccccc32)cc1 | -9 | 10 | -2 | -48 | 2 | 5 | 6.3 | 11 | 3
CCOC(=O)C[C@H]1c2cc(C(F)(F)F)ccc2S(=O)(=O)N1Cc1ccccc1 | 4 | 1 | 1 | -1 | 0 | 5 | 1.2 | 26 | 22
COc1ccc(-c2cn3c(C)c(C(=O)Nc4ccncc4)sc3n2)cc1 | -16 | 1 | 8 | 25 | -2 | 6 | 6.9 | 9 | 0
COc1ccc(-n2c(SCC(N)=O)nnc2-c2ccccc2F)cc1 | 0 | 7 | 0 | -27 | 0 | 20 | -0.8 | 11 | 3
Cc1cc(OCc2cc(C(=O)N(C)Cc3nonc3C)no2)cc(C)c1Cl | 3 | 7 | -4 | 29 | -5 | 29 | 1.7 | 22 | 11
CCn1nc(-c2ccccc2)c2nc3ccccc3nc21 | -7 | 4 | -7 | -5 | 1 | 12 | -3.1 | 15 | 8
COc1cc(/C=C/C(=O)O)cc(S(=O)(=O)Nc2ccc3nc(C)sc3c2)c1OC | -7 | -6 | -1 | 7 | -1 | -5 | 2.7 | 12 | 3
COc1ccc(-c2ccc(S(=O)(=O)n3nc(OC(=O)c4cccs4)cc3N)cc2)cc1 | -15 | -14 | 2 | 13 | -1 | 19 | -0.5 | 9 | -69
Cc1ccc(OCCC(=O)OC(C)C(=O)NC2CC2)cc1 (stereo not drawn) | -14 | -4 | 6 | 38 | 1 | 6 | -0.3 | 11 | 10
Cn1c(SCC(=O)N2CCCCCC2)nc2c([nH]c3ccccc32)c1=O | 10 | 18 | -5 | 12 | 2 | 19 | 0.1 | -8 | 9
COc1ccc(C2(c3ccc(OC)cc3)NC(=O)N(CC(=O)NC3(C#N)CCCCC3)C2=O)cc1 | -7 | 5 | -1 | -4 | -1 | 12 | 2.2 | 15 | 1
CS(=O)(=O)N1CCc2ccc(NC(=O)C3CCCO3)cc2C1 (stereo not drawn) | 5 | 1 | -3 | 16 | -4 | -17 | 1.4 | -15 | -6
CCc1c(C)nc2cc(-c3ccc(OC)c(OC)c3)nn2c1NCC1CC1 | -2 | 14 | 3 | 28 | 4 | 33 | 3.7 | 69* | 2
COC(=O)c1ccc(C(=O)N2CCCC(Nc3ccc(F)c(F)c3)C2)cc1 (stereo not drawn) | 6 | 2 | -5 | 30 | -5 | 7 | 2.1 | 18 | 21
Cc1cc(C)c(NC(=O)CN(C2CCCCC2)C2CCCCC2)c(C)c1 | -5 | 11 | -2 | 5 | -1 | 14 | 0.3 | 22 | -3
CCCCC(CC)CN1C(=O)/C(=C/c2ccncc2)SC1=S (stereo not drawn) | -4 | 13 | -3 | 21 | -5 | 33 | -0.9 | 37 | -21
COc1ccc(S(=O)(=O)Nc2c(NC3CCCCC3)c3ccccc3oc2=O)cc1 | 3 | 7 | 0 | 13 | -3 | 26 | -2.0 | 25 | 10
O=C(c1ccoc1)N1CCC2(CC1)Oc1ccc(Cl)cc1C(=O)C21CC(c2ccc(Cl)cc2)=NO1 (stereo not drawn) | 5 | 27 | -2 | -10 | 1 | 54* | 0.3 | 30 | -83
COc1ccc(C(O)P(=O)(OC(C)C)OC(C)C)cc1OC (stereo not drawn) | -4 | -8 | -5 | -1 | 0 | 12 | 2.4 | 5 | 5
Additional entries
SMILES | CXCR6 block | TIM10 inh | APJ agonist | Mdm2 MdmX PPI | XBP1 UPR activ | tim10-1 inh | CHOP UPR activ | tim23-1 inh | APJ antagonist
Cc1ccc(-c2nc3cnccn3c2Nc2ccccc2)o1 | 1 | 14 | -5 | -43 | 0 | 22 | 1.5 | 31 | 3
O=[N+]([O-])c1ccc(Cl)c(/C=N/N2CCN(Cc3ccccc3)CC2)c1 | 2 | -5 | -3 | 1 | -3 | 16 | -1.3 | 10 | 10
O=C(NCCc1c[nH]c2ccccc12)C(=O)NCC(c1ccco1)N1CCN(c2ccc(F)cc2)CC1 (stereo not drawn) | 5 | -27 | -3 | 9 | -3 | -6 | 0.3 | -23 | -17
Cc1ccc(NC2CCCN(C(=O)CCC(=O)c3ccccc3)C2)cc1C (stereo not drawn) | -4 | 11 | -2 | -7 | -3 | 18 | -0.9 | 29 | 6
COc1ccc([N+](=O)[O-])cc1NC(=O)CCCOc1ccccc1 | 5 | 5 | 0 | 13 | 1 | 14 | -2.3 | 5 | 9
Cc1ccccc1NS(=O)(=O)c1cc2c(cc1C)N(C)CCO2 | -3 | 16 | -2 | -6 | 2 | 19 | 1.4 | 33 | 2
Cc1c(C(=O)O)oc2ccc(S(=O)(=O)N3CCCCC3C(=O)O)cc12 (stereo not drawn) | -4 | 18 | -1 | 8 | -3 | 12 | 5.7 | 1 | 5
COc1ccc(Cl)cc1NC(=O)CSc1nc(N2CCOCC2)nc(N2CCOCC2)n1 | -8 | 20 | 4 | 33 | -5 | 25 | 1.1 | 26 | 10
